# Screens as filed in PubChem BioAssay.
# NOD1 inhibition = NOD1 signaling inhibitors, primary screen, cell-based, luminescence, uHTS (AID 1578) | NOD1-driven NF-kB luciferase reporter cells, luminescence; higher % means a stronger effect | 1% of 290,000 active | inhibition, % at 4 µM, or EC50 in µM where a hit was titrated; in the data active = inhibition mostly above about 36%, no sharp cut-off; inactive = mostly below about 34%;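 also: HEK-293T reporter cells stimulated with the NOD1 agonist gamma-tri-DAP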
# HIV fusion peptide = inhibitors of HIV fusion peptide binding, primary screen, biochemical, uHTS, fluorescence dequenching (AID 1986). cell-free peptide binding, fluorescence dequenching, 30 min; higher % means a stronger effect. inhibition, % at 20 µM; hits with a dose series show IC50 in µM. 0.3% of 290,000 active; in the data active = inhibition mostly above about 52%, no sharp cut-off; inactive = mostly below about 76%; also: some results filed as inactive read as strong as hits
# KOR beta-arrestin-1 = KOR agonists, beta-arrestin recruitment, primary screen, cell-based, luminescence, uHTS (AID 1777). one-dose activation, % at 10 µM; EC50 in µM for titrated hits. 0.02% of 280,000 active. KOR beta-arrestin recruitment, luminescence; higher % means a stronger effect; in the data active = activation above about 50%, passing the limit was not always enough; also: a part of the inactive calls stands beside numbers as strong as those of hits
# AID2073 = inhibitors of Mint1-CaV2.2 protein interaction, biochemical, HTRF (AID 2073); HTRF protein-protein interaction, Mint1-CaV2.2; higher % means a stronger effect; 0.19% of 290,000 active; inhibition, % at 20 µM, or IC50 in µM where a hit was titrated; in the data active = inhibition mostly above about 51%, no sharp cut-off; inconclusive = no clear call, values can overlap the other calls; inactive = mostly below about 53%; also: some results filed as inactive read as strong as hits
# Siah-1 displacement = Siah-1 peptide-binding antagonists, primary screen, biochemical, fluorescence polarization, rhodamine-plectin, uHTS (AID 1817); 0.02% of 290,000 active; one-dose displacement, % at 20 µM; IC50 in µM for titrated hits; Siah-1 / rhodamine-plectin peptide fluorescence polarization; higher % means a stronger effect; E3 ubiquitin-protein ligase SIAH1 (Homo sapiens);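 active = displacement of at least 50% at 20 µM, with a fluorescence ratio check between 0.3 and a set limit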;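 also: plate controls were Siah plus tracer with DMSO for no effect and tracer alone without Siah for full effect; strong numbers were not always called active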
# GPR55 activation = GPR55 agonists via beta-arrestin recruitment, primary screen, imaging, U2OS cells, beta-arrestin-GFP redistribution (AID 1961) | 0.048% of 290,000 active | activation, % at 10 µM; hits with a dose series show EC50 in µM | U2OS GPR55 beta-arrestin-GFP redistribution imaging; higher % means a stronger effect;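 active = activation above 40% with more than 50 cells counted in the well; inconclusive = wells holding fewer than 50 cells, flagged as toxic or sparse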;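 also: U2OS osteosarcoma cells stably expressing GPR55 and beta-arrestin-GFP; plate controls were DMSO negative control for no effect and LPI positive control for full effect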
# GPR55 LPI antagonism = GPR55 antagonists blocking LPI-driven arrestin recruitment, primary screen, imaging, U2OS, beta-arrestin-GFP, LPI agonist (AID 2013); G-protein coupled receptor 55 (Homo sapiens); U2OS GPR55 beta-arrestin-GFP translocation imaging, LPI antagonism; higher % means a stronger effect; inhibition, % at 10 µM; hits with a dose series show IC50 in µM; 0.13% of 290,000 active;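 active = spots per cell inhibited over 60%, with over 100 cells counted and total cytoplasm intensity under 500,000; inconclusive = wells with under 100 cells, flagged as likely toxic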;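 also: U2OS cells stably carrying GPR55 and arrestin-GFP stimulated by 5 µM LPI near EC80; imaged beta-arrestin-GFP aggregate spots per cell after agonist stimulation; plate controls were LPI-stimulated DMSO wells for no effect and DMSO wells without LPI for full effect; some results filed as inactive read as strong as hits; confirmed hits need IC50 under 10 µM and bright autofluorescent wells are also inconclusive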
# GPR35 arrestin U2OS = GPR35 antagonists blocking zaprinast-driven arrestin recruitment, primary screen, imaging, U2OS, beta-arrestin-GFP, zaprinast agonist (AID 2058). U2OS GPR35 beta-arrestin-GFP translocation imaging, zaprinast antagonism; higher % means a stronger effect. 0.052% of 290,000 active. inhibition, % at 10 µM, or IC50 in µM where a hit was titrated. G-protein coupled receptor 35 (Homo sapiens);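 active = inhibition of at least 50% with at least 30 cells and total cytoplasm GFP at most 10,000,000; inconclusive = under 30 cells or total GFP of 10,000,000 plus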
# KOR beta-arrestin-2 = KOR antagonists, beta-arrestin recruitment, cell-based, luminescence, uHTS (AID 1778) | KOR beta-arrestin recruitment, luminescence, antagonist mode; higher % means a stronger effect | inhibition, % at 10 µM; hits with a dose series show IC50 in µM | 0.091% of 290,000 active; in the data active = inhibition above about 50%; also: strong numbers were not always called active
# Numbers without * were called inactive; ? = inconclusive; · = not tested or not shown; [ ] = dose if it differs, or a comment.
SMILES,NOD1 inhibition,HIV fusion peptide,KOR beta-arrestin-1,AID2073,Siah-1 displacement,GPR55 activation,GPR55 LPI antagonism,GPR35 arrestin U2OS,KOR beta-arrestin-2
COc1cc(C2C(C(=O)/C=C/c3ccccc3)=C(O)C(=O)N2c2ccccn2)ccc1O (configuration not stated),22.8%,38.7%,0.7%,7.4%,-0.3%,0.2%,1.4%,18.5%,-27.8%[20 µM]
COc1ccc(S(=O)(=O)N2CCCCC2)cc1NC(=O)c1cc(C)on1,-29.2%,5.2%,-0.2%,5.4%,3.3%,0.2%,6.6%,11.0%,15.3%
CN(C(=O)c1ccccc1)c1nccnc1C#N,2.4%,-0.1%,3.6%,14.4%,1.5%,0.2%,7.5%,8.7%,-14.5%
O=C(CCn1c(=O)oc2ccccc21)NCCN1CCc2ccccc2C1,·,0.5%,-2.6%,-4.7%,1.5%,-0.2%,-5.5%,-3.3%,16.0%
CN(CC(=O)Nc1ccc2c(c1)OCO2)S(=O)(=O)c1cccs1,-3.0%,-1.2%,-4.3%,13.7%,-1.4%,-0.2%,1.0%,0.0%,12.5%
O=C(Cn1c(=O)oc2ccccc21)Nc1ccccc1C(F)(F)F,-11.2%,1.6%,0.2%,3.4%,-0.5%,-0.1%,3.8%,-7.8%,-35.2%
COc1ccc(NC(C)=O)cc1CNC(=O)COc1c(C)c(C)cc(C)c1C,-7.1%,2.6%,-1.0%,5.0%,7.8%,0.3%,-4.9%,-7.1%,-12.8%
Cc1cccc(N2CCN(CC(=O)N(C)Cc3ccccc3)CC2C)c1 (configuration not stated),0.4%,0.5%,-1.8%,5.8%,14.8%,0.4%,0.4%,-1.3%,-17.4%
CC1=NN(Cc2cc(C(C)(C)C)c(O)c(C(C)(C)C)c2)C(=O)C1,-6.9%,1.3%,1.6%,-3.8%,-2.2%,-0.2%,1.4%,-7.0%,-3.7%
C[C@@]12CCC=C[C@H]1[C@H](c1ccc3ccccc3c1Br)N(Cc1ccccc1)C2=O,-0.6%,1.6%,-2.7%,?,2.1%,1.8%,3.8%,-17.1%,6.6%
O=C(CCCSc1nc2ccccc2s1)NCc1ccc2c(c1)OCO2,-40.2%,-0.3%,-7.0%,-13.9%,-6.0%,0.2%,2.7%,2.3%,7.8%
COCCN(C(=O)CN1CCc2ccccc2C1)c1c(N)n(Cc2ccccc2)c(=O)[nH]c1=O,-24.0%,0.1%,0.4%,-3.9%,2.8%,0.0%,14.8%,8.9%,6.2%
O=S(=O)(c1ccccc1)N(Cc1ccccc1)c1ccccn1,-18.3%,3.0%,-0.4%,-6.6%,-0.6%,0.9%,5.3%,11.4%,19.0%
O=S(=O)(Nc1ccc(C(F)(F)F)cn1)c1ccccc1,-2.4%,0.2%,·,13.3%,1.1%,0.3%,-0.1%,-6.5%,1.0%
O=C(Nc1cccnc1)c1ccc(S(=O)(=O)N2CCCCCC2)cc1,-8.5%,-2.5%,1.3%,13.2%,5.2%,-0.2%,-5.4%,-0.6%,-28.2%
CCOc1ccc(N(CC(=O)Nc2ccccc2C)S(=O)(=O)c2c(C)[nH]c(=O)[nH]c2=O)cc1,4.5%,1.9%,1.8%,-5.0%,1.7%,-0.2%,-10.7%,-10.8%,11.5%
O=C(Nc1cccnc1)Nc1cccc([N+](=O)[O-])c1,-1.9%,2.1%,-2.1%,-9.6%,3.0%,-0.4%,-6.9%,11.9%,-25.1%[20 µM]
COc1ccccc1NC(=O)COC(=O)c1oc2ccccc2c1C,12.2%,0.7%,8.9%,4.6%,-4.1%,0.2%,6.4%,3.1%,-42.8%
Cc1cccc(N2C(=O)C(O)=C(C(=O)c3cccs3)C2c2ccc(Cl)cc2)n1 (configuration not stated),-11.2%,18.5%,6.8%,18.0%,4.4%,-0.2%,-8.9%,-5.9%,1.3%
CCOC(=O)C1Cc2ccccc2C(=O)O1 (configuration not stated),-9.4%,-1.1%,0.1%,-7.5%,-1.3%,0.8%,-6.3%,2.3%,5.6%
Cc1ccc(-c2nc(NC(=O)CSc3nnnn3-c3ccccc3)ns2)cc1,-3.4%,24.2%,4.5%,5.3%,-2.4%,-0.1%,-15.4%,13.7%,-32.1%
Cc1ccc(-n2nc(C)c(NS(=O)(=O)c3ccccc3)c2C)cc1C,-11.0%,-2.7%,13.7%,-0.1%,-0.9%,0.0%,6.9%,-12.8%,-26.9%
CCn1cc([N+](=O)[O-])c(C(=O)N2N=C(c3ccc(OC)cc3OC)CC2c2ccccc2O)n1 (configuration not stated),·,-1.3%,6.4%,3.7%,-4.8%,0.8%,-8.2%,-2.1%,-5.8%
CCc1ccc(NC(=O)C(=O)NNC(=O)COc2cccc(OC)c2)cc1,1.8%,0.4%,0.1%,-2.8%,0.8%,0.7%,9.8%,4.2%,14.6%

# Structures above that have two or more sulfur atoms (three):
SMILES,NOD1 inhibition,HIV fusion peptide,KOR beta-arrestin-1,AID2073,Siah-1 displacement,GPR55 activation,GPR55 LPI antagonism,GPR35 arrestin U2OS,KOR beta-arrestin-2
CN(CC(=O)Nc1ccc2c(c1)OCO2)S(=O)(=O)c1cccs1,-3.0%,-1.2%,-4.3%,13.7%,-1.4%,-0.2%,1.0%,0.0%,12.5%
O=C(CCCSc1nc2ccccc2s1)NCc1ccc2c(c1)OCO2,-40.2%,-0.3%,-7.0%,-13.9%,-6.0%,0.2%,2.7%,2.3%,7.8%
Cc1ccc(-c2nc(NC(=O)CSc3nnnn3-c3ccccc3)ns2)cc1,-3.4%,24.2%,4.5%,5.3%,-2.4%,-0.1%,-15.4%,13.7%,-32.1%

# (list continues)
SMILES,NOD1 inhibition,HIV fusion peptide,KOR beta-arrestin-1,AID2073,Siah-1 displacement,GPR55 activation,GPR55 LPI antagonism,GPR35 arrestin U2OS,KOR beta-arrestin-2
CN1C(=O)CC(N2CCN(c3ccc(Cl)c(Cl)c3)CC2)C1=O (configuration not stated),-16.3%,-1.7%,-0.2%,-1.9%,-1.4%,-0.2%,-9.9%,2.5%,-8.5%
OCCNc1ncnc2ccc(Br)cc12,46.1%,2.0%,5.1%,0.4%,3.2%,0.3%,-0.9%,2.2%,-2.9%
CC(=O)Nc1ccc(NC(=O)CC(c2ccccc2)c2ccccc2)cc1,-28.9%,1.2%,-4.3%,18.9%,-0.1%,0.0%,0.8%,8.8%,-22.9%[20 µM]
C(#Cc1ccccc1)CN1CCCCC1,-35.8%,1.0%,·,1.3%,3.2%,-0.1%,-3.6%,1.9%,-38.3%[20 µM]
CCN1CCN(C(=S)c2ccc(SC)cc2)CC1,-16.4%,-0.9%,1.2%,-5.2%,-1.3%,0.2%,-6.0%,-3.3%,13.1%
CCOC(=O)N1CCN(C2=Nc3cccc4cccc2c34)CC1,8.9%,6.5%,4.4%,-20.7%,1.6%,-0.1%,3.3%,11.4%,-33.0%
CC(=O)Nc1ccc(SCC(=O)OCC(=O)NC(=O)NCCC(C)C)cc1,-15.6%,0.7%,-0.9%,-6.0%,9.4%,-0.3%,12.3%,-8.1%,-17.8%
CCC(=O)OC1(C)C(=O)C=C2C=C(c3ccsc3)OC=C2C1=O (configuration not stated),-2.4%,47.2%,-0.1%,32.1%,22.7%,-0.2%,8.8%,2.6%,14.2%
Cc1cccc[n+]1CC(=O)c1ccc2c(c1)OCCO2,-20.9%,-0.6%,7.0%,3.4%,-7.3%,0.1%,-5.9%,5.1%,-27.4%
COc1ccc(N(C(=O)c2ccccc2OC)C2C=CS(=O)(=O)C2)c(OC)c1 (configuration not stated),-26.6%,3.2%,0.6%,-1.7%,-1.6%,0.5%,-1.0%,-13.2%,-35.0%
CCCC(=O)NC(c1ccco1)c1cc(Cl)c2cccnc2c1O (configuration not stated),45.0%,14.6%,-5.0%,7.9%,-4.6%,-0.1%,7.8%,1.0%,27.6%
CCSc1nc2c([nH]c3ccccc32)c(=O)n1C,-2.8%,-2.8%,1.9%,-8.7%,2.6%,-0.1%,3.3%,6.5%,4.2%
CN=c1scc(-c2cc(OC)ccc2OC)n1/N=C/c1c(C)[nH]c2ccccc12,-32.3%,0.8%,0.5%,-5.6%,-3.2%,0.2%,4.6%,2.2%,17.3%
CCCOC(=O)C1[C@H]2C(=O)N(CC3CCCO3)C[C@]23C=C[C@H]1O3 (some centres not stated),-7.9%,0.5%,2.9%,21.5%,1.4%,0.2%,21.3%,1.6%,1.5%
CSc1cccc(CNC(=O)CC2C(=O)NCCN2CC(C)(C)C)c1 (configuration not stated),-42.2%,9.7%,1.0%,-4.6%,1.2%,0.1%,0.0%,2.9%,4.5%
Cc1ccc(-c2ccc(=O)n(CC(=O)NCc3ccco3)n2)cc1,0.6%,0.2%,-0.9%,6.4%,2.4%,-0.1%,17.4%,1.4%,-15.9%
CCOP(=O)(O)c1ccccc1OCCOc1ccccc1P(=O)(O)OCC,-16.2%,-0.4%,-2.4%,-8.5%,1.5%,-0.1%,-2.6%,15.2%,-18.3%
CCCS(=O)(=O)c1nc(S(=O)(=O)c2ccc(C)cc2)c(NCc2ccco2)s1,-12.2%,3.2%,-3.5%,?,5.0%,-0.2%,4.7%,-4.4%,3.1%
CC(=O)c1sc(NC(=O)c2ccccc2C)nc1C,-35.1%,-2.6%,-4.3%,19.8%,-2.3%,0.6%,15.4%,5.3%,13.7%
C=CCNCCOCCOc1ccc(C)cc1Br,-1.0%,-2.1%,-0.8%,2.6%,2.7%,-0.3%,3.1%,-0.9%,-9.7%
CCC(C)N(NC(C)=O)c1nc(Cl)nc(NC(C)C)n1 (configuration not stated),-14.2%,1.8%,-0.5%,-0.9%,2.5%,0.0%,9.2%,-6.7%,-0.7%
COc1ccc(C2C(C(=O)c3ccco3)=C(O)C(=O)N2CCc2ccccc2)cc1OC (configuration not stated),4.6%,34.0%,-1.0%,10.1%,0.0%,-0.4%,4.1%,19.1%,11.1%
COC(=O)c1ccc(NC(=O)CCc2nnc3ccc(N4CCC5(CC4)OCCO5)nn23)cc1,5.8%,0.4%,-1.4%,-0.4%,-3.8%,-0.2%,7.2%,4.0%,-34.5%
COc1ccc(C(=O)NNC(=O)Cc2ccc(-c3ccccc3)cc2)cc1OC,-11.9%,5.0%,2.3%,-0.6%,-0.9%,-0.1%,-5.0%,10.0%,-11.4%
CN1CCN(C(=O)c2cn(-c3ccccc3)nc2-c2cccs2)CC1,-38.7%,1.0%,0.4%,10.1%,-9.0%,0.1%,-4.3%,0.8%,-9.5%

# The list is partial; count on the stated rates, not on these rows.
